PhoP inhibition: PhoP-dependent GFP reporter repression – Salmonella Typhimurium, primary screen (AID 1863); S. Typhimurium PhoP-regulated promoter GFP reporter, 4 h; higher % means a stronger effect; one-dose inhibition, % at 50 µM; IC50 in µM for titrated hits; 300,000 compounds, 0.16% hits;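 active means inhibition over 29.93%, a cutoff 3 SD above the screen mean, later confirmed by dose response; inconclusive means inhibition over 29.93% but no dose response follow-up; inactive means inhibition at most 29.93% or unconfirmed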;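 further: 0% = low Mg2+ inducing control and 100% = high Mg2+ repressing control; strong numbers were not always called active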
SIAH1 antagonists: blockers of Siah-1 interaction with plectin peptide – biochemical, fluorescence polarization, rhodamine-plectin, uHTS, primary screen (AID 1817); one-dose displacement, % at 20 µM; IC50 in µM for titrated hits; 290,000 compounds, 0.02% hits; Siah-1 / rhodamine-plectin peptide fluorescence polarization; higher % means a stronger effect;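 active means displacement of at least 50% at 20 µM, with a fluorescence ratio check between 0.3 and a set limit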;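 further: plate controls were Siah plus tracer with DMSO for no effect and tracer alone without Siah for full effect; strong numbers were not always called active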
NOD1 inhibition: inhibition of NOD1-driven NF-kB reporter – cell-based, luminescence, uHTS, primary screen (AID 1578) | NOD1-driven NF-kB luciferase reporter cells, luminescence; higher % means a stronger effect | inhibition, % at 4 µM; hits with a dose series show EC50 in µM | 290,000 compounds, 1% hits; in the data active means inhibition mostly above about 36%, no sharp cut-off; inactive means mostly below about 34%;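 further: HEK-293T reporter cells stimulated with the NOD1 agonist gamma-tri-DAP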
HIV fusion peptide: inhibitors of HIV fusion peptide binding, primary screen, biochemical, uHTS, fluorescence dequenching (AID 1986); cell-free peptide binding, fluorescence dequenching, 30 min; higher % means a stronger effect; one-dose inhibition, % at 20 µM; IC50 in µM for titrated hits; 290,000 compounds, 0.3% hits; in the data active means inhibition mostly above about 52%, no sharp cut-off; inactive means mostly below about 76%; further: some results filed as inactive read as strong as hits
NOD2 inhibition: inhibition of NOD2-driven NF-kB reporter – cell-based, luminescence, uHTS, HEK293 (AID 1566); HEK293 NOD2/NF-kB luciferase reporter, luminescence; higher % means a stronger effect; inhibition, % at 4 µM; hits with a dose series show EC50 in µM; 290,000 compounds, 0.63% hits; further: many of its hits are not listed in these tables
LYP phosphatase: PTPN22 lymphoid phosphatase activity blockers – biochemical, fluorescence intensity, uHTS (AID 1779) | inhibition, % at 11.5 µM; hits with a dose series show IC50 in µM | 290,000 compounds, 0.054% hits | recombinant LYP phosphatase, fluorescence intensity; higher % means a stronger effect;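 further: plate controls were vehicle with enzyme for no effect and no enzyme for full effect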
Myeloid diff MLP: compounds promoting myeloid differentiation. ER-HoxA9 myeloid progenitors, lysozyme-GFP differentiation, flow cytometry. calls only at 10 µM. 360,000 compounds, 1% hits;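 active means normalized GFP-positive differentiation at or above the plate's own cutoff, the solvent-only control mean plus 3 SD; inconclusive means no clear call, values can overlap the other calls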;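 further: cells exposed to compound for four days before flow analysis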
KOR beta-arrestin-1: kappa opioid receptor activators – cell-based, luminescence, uHTS, primary screen (AID 1777) | KOR beta-arrestin recruitment, luminescence; higher % means a stronger effect | activation, % at 10 µM, or EC50 in µM where a hit was titrated | 280,000 compounds, 0.02% hits; in the data active means activation above about 50%, passing the limit was not always enough; further: a part of the inactive calls stands beside numbers as strong as those of hits
KOR beta-arrestin-2: kappa opioid receptor blockers – cell-based, luminescence, uHTS (AID 1778). 290,000 compounds, 0.091% hits. one-dose inhibition, % at 10 µM; IC50 in µM for titrated hits. KOR beta-arrestin recruitment, luminescence, antagonist mode; higher % means a stronger effect; further: strong numbers were not always called active
Myeloid diff MLP GFP+ MAC1+ %: recorded beside Myeloid diff MLP, whose call it bears; GFP+ MAC1+ double positive, %; measured here: differentiation confirmed by MAC1 staining
The depositor's hits bear a star; i = inactive; ? = inconclusive; / = no result given; & = joins results of further samples; [ ] = remark or other dose. Unless noted, no stated cut-off is given here; in the data, active means inhibition above about 50%; inactive means the rest. Not all compounds are listed, so the mix of outcomes need not match the whole.

SMILES | PhoP inhibition | SIAH1 antagonists | NOD1 inhibition | HIV fusion peptide | NOD2 inhibition | LYP phosphatase | Myeloid diff MLP | Myeloid diff MLP GFP+ MAC1+ % | KOR beta-arrestin-1 | KOR beta-arrestin-2
O=[N+]([O-])c1ccc(CN2C=NS(=O)(=O)c3ccccc32)cc1 | -1.5% | 4.2% | -24.2% | -2.3% | -8.5% | -7.2% | i | 0.3 | -4.7% | -2.8%
CC(=O)Nc1ccc(S(=O)(=O)Nc2ccc(Nc3ccccc3)cc2)cc1 | -10.5% | -6.1% | -6.9% | -2.8% | 12.9% | -3.9% | i | 0.6 | -2.8% | 23.9%
O=C(CN1CCN(c2ccccc2O)CC1)Nc1cc([N+](=O)[O-])ccc1Cl | -10.7% | -3.7% | -36.9% | -0.8% | -19.5% | -5.7% | i | 0.3 | -2.6% | -19.4%[20 µM]
O=C(CSc1nc2ccccc2c(=O)n1-c1ccc(F)cc1)Nc1ccc(C(=O)O)cc1 | 2.0% | -1.6% | -2.4% | 0.2% | 10.6% | -5.8% | i | 0.8 | -5.2% | -17.8%
CCOc1cc(C(=O)Nc2ccc(N3CCN(C(C)=O)CC3)cc2)cc(OCC)c1OCC | 3.7% | -4.8% | 12.6% | -1.7% | 7.1% | -6.7% | i | 0.5 | -5.2% | 2.7%[20 µM]
COCCCNC(=O)CSC1=Nc2ccccc2C2=NC(c3ccccc3)C(=O)N12 (stereo not given) | 1.7% | 2.9% | -27.8% | -0.6% | 7.0% | -3.4% | i | 0.2 | -2.6% | 5.6%
O=C(CCC1CCCCC1)Nc1nncs1 | -5.3% | -5.4% | 19.5% | 0.1% | -3.6% | -5.7% | i | 0.9 | -0.7% | -6.2%
C=CCc1ccccc1OCC(O)CN1CCN(CCN2C(=O)c3cccc4cccc(c34)C2=O)CC1 (stereo not given) | 29.9% | -6.2% | 65.8% | -2.2% | -141.1% | -7.0% | ? | / | 9.5% | -28.8%
CCCNC(=O)C12CCC(C)(C(=O)C1Br)C2(C)C (stereo not given) | -10.2% | 1.8% | -9.1% | -2.2% | 16.8% | -7.4% | i | 0.5 | 0.4% | 13.9%
CN(Cc1ccccc1)c1nc2c(c(=O)[nH]c(=O)n2C)n1Cc1ccccc1 | -3.9% | 5.0% | 3.0% | -1.0% | -20.0% | -7.2% | i | 1.3 | -1.8% | 8.5%
COCc1cc(=O)[nH]c(/N=C(\N)Nc2ccc(C)cc2)n1 | 13.8% | 3.9% | 8.5% | -0.1% | 16.6% | -15.8% | i | 1.9 | -4.0% | 5.3%
OC(COc1ccc2ccccc2c1)CN1CCOCC1 (stereo not given) | 18.5% | 7.8% | -26.7% | -0.5% | -22.0% | -6.2% | i | 1.3&0.3 | -0.8% | -15.8%
CCCCC(=O)Nc1nc(C)c(-c2csc(Nc3cc(Cl)ccc3OC)n2)s1 | -0.6% | -0.3% | 2.1% | 0.0% | 11.5% | -4.1% | i | 0.7 | 0.4% | -38.2%
O=c1cnnc(Nc2cccc(C(F)(F)F)c2)[nH]1 | -3.9% | 0.9% | -19.5% | -1.5% | 12.2% | -4.4% | i | 0.6 | -1.8% | -7.3%
CCOc1ccc(NC(=O)CSc2nnc(-c3ccncc3)n2CC2CCCO2)cc1 (stereo not given) | -8.2% | 0.1% | 7.4% | 3.8% | -19.5% | -4.9% | i | 0.6 | 7.9% | -31.7%
O=C(COc1ccc(NC(=O)c2cccs2)cc1)c1ccc(F)cc1 | 5.6% | 6.5% | -27.7% | 1.0% | -11.2% | -10.6% | i | 0.5 | 0.3% | -1.9%
O=C(O)Cc1ccc2ocnc2c1 | 19.6% | 2.1% | -0.4% | -3.1% | 14.4% | -7.7% | i | 0.5 | -0.5% | -0.4%
O=C(Nc1ccccc1)C1COc2ccccc2O1 (stereo not given) | 6.3% | 11.1% | -21.9% | 2.8% | -18.8% | -7.5% | i | 0.4 | -1.7% | -1.4%
CC1CCCN(CCC(=O)Nc2ccccc2)C1 (stereo not given) | 1.1% | 15.7% | -37.8% | 1.5% | 9.2% | -5.3% | i | 1.1 | / | -7.7%[20 µM]
COc1cccc(OCC(=O)NNC(=O)c2cnccn2)c1 | 9.0% | 0.9% | -11.8% | -1.8% | -9.8% | -8.7% | i | 0.2 | 1.3% | 16.4%
COC(=O)C1=C(C)NC(=O)NC1C1CC=CCC1 (stereo not given) | -1.4% | 0.7% | -18.5% | 1.2% | 15.9% | -2.6% | i | 1.1 | -1.1% | -15.1%
O=C(Nc1c(F)cccc1F)c1ccc(-n2cncn2)nc1 | 3.0% | 0.9% | 7.3% | -0.2% | 13.1% | -7.4% | i | 0.6 | 10.7% | 17.1%
Cc1cc(=O)[nH]c(Nc2cccc(F)c2)n1 | -4.2% | 8.1% | -10.8% | 0.7% | 9.8% | -7.2% | i | 0.3 | -4.2% | -34.0%[20 µM]
O=C(NNc1c(F)c(F)cc(F)c1F)c1ccc(Cl)nc1 | 3.0% | -1.4% | -10.7% | -0.1% | 15.4% | -7.3% | i | 0.7 | 1.4% | -17.8%
COc1cc(/C=C/C(=O)NCC(=O)N2CCC(N(C)CCN3CCOCC3)CC2)ccc1OC(C)C | -0.9% | -0.1% | -7.7% | 2.0% | 21.1% | 1.4% | i | 0.3 | 3.7% | -8.5%
CC(C)CCNC(=O)C12CN(Cc3ccccc3)CC1C(c1ccc([N+](=O)[O-])cc1)=NO2 (stereo not given) | 16.1% | -5.5% | 4.3% | -3.2% | -4.8% | -2.9% | i | 1.9 | -1.7% | 33.0%
O=C(Cc1ccc(-c2ccccc2)cc1)NC1CCCC1 | -0.8% | 7.6% | -14.4% | -0.5% | 15.4% | -7.5% | i | 0.7 | -3.1% | 0.6%
O=C(O)c1cnc(-c2ccccc2)nc1Oc1ccc(Cl)cc1 | -11.8% | -1.5% | -18.7% | 7.7% | -8.5% | -7.0% | i | 0.1 | 1.8% | 11.8%
C=CCn1c(-c2cnn(-c3ccccc3)c2N)n[nH]c1=S | -4.7% | 0.7% | 9.6% | -0.1% | 8.0% | -10.0% | i | 0.4 | 0.5% | 16.7%
O=C(NCc1ccccc1Cl)C1CCC(CNc2c(N3CCOCC3)c(=O)c2=O)CC1 (stereo not given) | -5.5% | 4.2% | -1.7% | -1.4% | 23.8% | -6.0% | i | 0.9 | 0.3% | 25.9%
CS(=O)(=O)N(CC(=O)N1CCN(c2ccccc2F)CC1)c1ccc2c(c1)OCCO2 | 6.0% | -1.2% | -4.0% | 1.1% | -6.3% | -5.6% | i | 4.5 | -2.4% | -9.1%
COc1ccc(OCc2nc3ccccc3n2C(C)C)cc1 | -3.8% | 1.6% | -40.4% | -0.1% | -1.5% | 0.1% | i | 0.1 | / | -16.5%[20 µM]
O=C(CSc1ncc(-c2ccccc2)n1CC1CCCO1)N1CCCCC1 (stereo not given) | 24.4% | -1.4% | -13.1% | 0.5% | -13.2% | -3.6% | i | 0.7 | 1.1% | -45.8%
COc1ccc(C(=O)c2coc3ccc(O)c(CN4CCCC4)c23)cc1 | 1.7% | 2.4% | -11.2% | -0.6% | -1.0% | 1.1% | i | 6.0 | -1.1% | -1.4%
COc1ccc(NC2CCCN(C(=O)c3csc(C(C)C)n3)C2)cc1 (stereo not given) | -0.3% | 9.6% | 8.1% | -1.4% | 6.4% | -10.7% | i | 2.2 | -1.2% | 0.9%
O=C(CCCN1C(=O)c2cccc3cccc(c23)C1=O)N1CCc2ccccc2C1 | -2.9% | 5.5% | 11.5% | -1.4% | 11.8% | 15.2% | i | 0.5 | 3.4% | 11.2%
CCn1c(C)cc(=O)cc1-c1ccc(Cl)cc1 | 7.5% | -3.3% | -3.7% | -0.3% | 3.5% | -7.7% | i | 0.6 | -4.3% | -0.5%
O=C(CCc1ccccc1)OCC(=O)c1ccc(Br)cc1 | -6.5% | -0.1% | -21.8% | 1.3% | -1.2% | -8.4% | i | 0.4 | -3.5% | 21.6%
CN(CCc1ccccn1)C(=O)CCC1CCCN(C(=O)c2ccc3c(c2)OCCO3)C1 (stereo not given) | -10.5% | 0.6% | 5.5% | 0.6% | -6.7% | -6.9% | i | 1.1 | -0.6% | -27.9%
Cc1ccc(N(CC(O)CON=C2c3ccccc3-c3ccccc32)S(C)(=O)=O)cc1 (stereo not given) | -1.2% | 0.4% | -10.7% | 0.1% | 6.6% | 3.3% | i | 5.2 | 8.7% | -60.7%
c1ccc(Cn2nc(-c3ccccc3)nc2-c2ccccc2)cc1 | 6.0% | 3.6% | -23.8% | -1.7% | -51.7% | -0.1% | i | 0.8 | 1.2% | 16.2%
Cc1c(NC(=O)CCc2ccccc2)cccc1[N+](=O)[O-] | -8.0% | -4.3% | 7.7% | 0.7% | 13.6% | -6.4% | i | 0.1 | 6.6% | 7.6%
CC1CCN(C(=O)C(Cc2ccccc2)n2cccc2)CC1 (stereo not given) | -3.2% | 3.6% | -18.6% | 0.2% | -9.3% | -6.3% | i | 2.6 | -1.7% | 12.7%
CC(C)C(=O)c1cn(CC(=O)NCc2ccc3c(c2)OCO3)c2ccccc12 | 6.5% | -4.1% | 15.7% | -2.9% | 15.6% | -4.7% | i | 0.9 | -4.6% | 12.0%
O=C(O)C1=C(C(=O)Nc2cc(C(F)(F)F)ccc2Cl)CCCC1 | 8.2% | 3.4% | -18.6% | -0.6% | 3.5% | -4.5% | / | / | -3.9% | -45.8%[20 µM]
COc1ccc(C(=O)C2CCCN(Cc3cccn3-c3ccccn3)C2)c(C)c1 (stereo not given) | 11.5% | -1.5% | -19.9% | -0.2% | 10.8% | -0.4% | i | 0.0 | 3.2% | -7.7%

Single records (already shown):
`CC1CCCN(CCC(=O)Nc2ccccc2)C1` (stereo not given) is entered as PhoP inhibition: 1.1%; SIAH1 antagonists: 15.7%; NOD1 inhibition: -37.8%; HIV fusion peptide: 1.5%; NOD2 inhibition: 9.2%; LYP phosphatase: -5.3%; Myeloid diff MLP: i; Myeloid diff MLP GFP+ MAC1+ %: 1.1; KOR beta-arrestin-1: /; KOR beta-arrestin-2: -7.7%[20 µM]
`CCOc1cc(C(=O)Nc2ccc(N3CCN(C(C)=O)CC3)cc2)cc(OCC)c1OCC` is entered as PhoP inhibition: 3.7%; SIAH1 antagonists: -4.8%; NOD1 inhibition: 12.6%; HIV fusion peptide: -1.7%; NOD2 inhibition: 7.1%; LYP phosphatase: -6.7%; Myeloid diff MLP: i; Myeloid diff MLP GFP+ MAC1+ %: 0.5; KOR beta-arrestin-1: -5.2%; KOR beta-arrestin-2: 2.7%[20 µM]
`O=C(NNc1c(F)c(F)cc(F)c1F)c1ccc(Cl)nc1` is entered as PhoP inhibition: 3.0%; SIAH1 antagonists: -1.4%; NOD1 inhibition: -10.7%; HIV fusion peptide: -0.1%; NOD2 inhibition: 15.4%; LYP phosphatase: -7.3%; Myeloid diff MLP: i; Myeloid diff MLP GFP+ MAC1+ %: 0.7; KOR beta-arrestin-1: 1.4%; KOR beta-arrestin-2: -17.8%

Screening results (PubChem BioAssay)
